DT40 TDP1 no CPT: qHTS for Inhibitors of human tyrosyl-DNA phosphodiesterase 1 (TDP1): qHTS in cells in absence of CPT | DT40 Tdp1-/- hTDP1 cells, no CPT, ATP luminescence, 48 h | Potency, µM (titrated, usually from 46.2 µM), for inactives: at the highest dose activity change, negative = growth inhibition, hits mostly inhibitors | 420,000 tested, 15% active; note: nearly all actives have a fitted effect of over 55% in size
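Growth of hTDP1-complemented DT40 Tdp1-knockout cells is measured by ATP luminescence after at least 48 hr compound exposure at 37 °C, with DMSO substituting for the 20 nM CPT used in the parallel screen.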
TDP1 cell CPT: growth inhibition of DT40 Tdp1-/-;hTDP1 cells with camptothecin (screen for TDP1 inhibitors); chicken DT40 Tdp1-/-;hTDP1 cells + 20 nM CPT, ATP luminescence, 48 h; Potency, µM (top dose mostly 46.2 µM), inactives show top-dose activity change, negative = growth inhibition, hits mostly inhibitors; 420,000 tested, 12% active; note: nearly all actives have a fitted effect of over 55% in size
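Cell growth measured by CellTiter-Glo luminescence after a minimum 48 h, 37 C compound exposure with 20 nM CPT in Tdp1-knockout DT40 cells stably expressing hTDP1, seeded 400/well; qHTS titration format.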
TDP1 inh: TDP1 (human) enzyme inhibition; Q9NUW8; 350,000 tested, 0.28% active; Potency, µM (series often up to 130 µM), inactives show at the top dose activity change, negative = inhibition, actives largely listed as inhibitors; recombinant TDP1, AlphaScreen DNA substrate cleavage; AID 485290; note: nearly all actives have a fitted effect of over 40% in size
Target sequence (Q9NUW8 whole entry, looked up): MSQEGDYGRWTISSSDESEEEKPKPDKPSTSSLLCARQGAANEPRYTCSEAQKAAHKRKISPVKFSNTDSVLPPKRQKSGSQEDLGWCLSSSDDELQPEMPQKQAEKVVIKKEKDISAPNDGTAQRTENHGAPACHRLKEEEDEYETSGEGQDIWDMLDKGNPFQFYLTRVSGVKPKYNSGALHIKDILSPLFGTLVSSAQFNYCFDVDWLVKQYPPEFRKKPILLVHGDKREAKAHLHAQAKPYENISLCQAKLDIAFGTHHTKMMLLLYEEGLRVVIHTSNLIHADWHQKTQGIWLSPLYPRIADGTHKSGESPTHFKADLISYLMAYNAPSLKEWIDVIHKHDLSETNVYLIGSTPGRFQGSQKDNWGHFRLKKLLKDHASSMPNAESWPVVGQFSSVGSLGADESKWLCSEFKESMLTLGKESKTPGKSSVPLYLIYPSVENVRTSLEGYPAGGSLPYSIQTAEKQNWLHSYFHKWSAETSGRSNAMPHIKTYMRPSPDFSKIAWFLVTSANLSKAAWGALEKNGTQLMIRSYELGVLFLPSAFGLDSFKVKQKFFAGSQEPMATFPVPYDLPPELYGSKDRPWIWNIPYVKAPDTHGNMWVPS
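Tdp1 1 nM final; 15 min RT w/ cpd; substrate 15 nM, 5 min; beads 10 ug/ml, 10 min; AlphaScreen read. Neg ctrl: no enzyme.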
* marks the source's active call; other numbers are inactive results; ? = inconclusive; . = no result given; & = joins results of further samples; [ ] = dose if it differs, or a comment. Calls come from the whole dose curve; as a rule, active = well fitted curve in the direction sought with a large enough effect; inconclusive = small, poorly fitted or top-dose-only effect, or another doubt; inactive = no such curve, though single readings can be large; an effect the other way counts as inactive or inconclusive. % is set by controls: 0 for no effect and ±100 for the full control effect; potency is the fitted concentration of half-maximal effect.

SMILES | DT40 TDP1 no CPT | TDP1 cell CPT | TDP1 inh
O=C(Nc1nnc(C2CC2)s1)c1ccccn1 | 16.4µM* | ? | 10.8%
CCNCCOC(c1ccccc1)c1ccccc1 | -15.8% | -18.8% | 5.1%[56.1 µM]
Fc1ccc(/C=N/NC(=S)NCCc2ccccc2)cc1F | ? | ? | 14.0%
O=C(/C=C/c1ccco1)c1cccc([N+](=O)[O-])c1 | ? | ? | .
CCOc1ccc(CCNC(=O)CCc2c(C)nc3ncnn3c2C)cc1OCC | 2.2% | -23.3% | 4.7%
COc1ccccc1-c1nnc(NC(=O)c2ccc(S(=O)(=O)N3CCCC3)cc2)o1 | 9.2µM* | 23.1µM* | 5.1%
Cn1c(SCC(=O)NNC(=O)Cc2ccccc2)nnc1-c1ccc(Cl)cc1 | -7.2% | -11.4% | 0.0%
N/C(CC(=O)Nc1ccc(F)cc1)=N\O | 1.4% | 1.4% | 5.5%
O=C(Nc1nnc(SCC(=O)N2CCCC2)s1)C1CC(=O)N(c2ccc(F)cc2)C1 (stereo not drawn) | -5.8% | 9.9% | 4.3%
O=C(NC1CCCCC1)n1c(=O)oc2ccc(Cl)cc21 | 13µM* | 11.6µM* | 3.3%
CC(C)c1ccc(C2C(C#N)=C(N)Oc3c2oc(CO)cc3=O)cc1 (stereo not drawn) | -11.5% | 7.1% | 1.2%
CCC(c1nnc(SCC(=O)Nc2ccc(C(C)=O)cc2)n1C1CCCCC1)N(C)C (stereo not drawn) | -17.1% | 25.4% | 1.1%
CN1CCN(CC(=O)N2c3ccccc3C(C)(c3ccccc3)CC2(C)C)CC1 (stereo not drawn) | 18.4µM* | 16.4µM* | -1.1%
O=C(NCc1ccccc1F)c1cc2ccccn2n1 | ? | -17.0% | 2.6%
CCC1(c2ccccc2)NC(=O)N(CC(=O)NCC2COc3ccccc3O2)C1=O (stereo not drawn) | ? | ? | -5.8%
CC(=O)Nc1nc(-c2ccc3c(c2)CCN3S(C)(=O)=O)cs1 | ? | -20.3% | 7.1%
CCCCNc1c(-c2ccc(OC)c(SC3CCCCC3)c2)nc2ccc(Cl)cn12 | 23.1µM* | 20.6µM* | -1.1%
O=C(CSc1cccc[n+]1[O-])c1cc2ccccc2o1 | ? | 20.6µM* | 8.1%
COc1ccc(S(=O)(=O)N2CCOCC2)cc1NC(=O)CN(C)Cc1c(F)cccc1Cl | 20.6µM* | ? | 2.3%
CCOc1ccccc1NC(=O)N1CCC(NC(=O)c2cccc(C)c2)CC1 | ? | -28.8% | -11.5%
O=C1c2ccccc2C(=O)N1c1cccc(O)c1 | 2.0% | -1.4% | 0.8%&1.1%
O=C(O)CN1C(=O)S/C(=C\c2ccc3c(c2)OCO3)C1=O | -28.6% | 22.6% | .
COc1ccc(CC(=O)OCC(=O)Nc2ccc(N3CCOCC3)cc2)cc1 | -14.9% | -4.7% | 0.0%
Cc1cc(C)cc(Nc2nc(-c3ccc(S(=O)(=O)N4CCCC4)cc3)cs2)c1 | 7.31µM* | 8.2µM* | 4.6%
Cc1cccc(N2CCN(C(=O)CNC(=O)c3cccc([N+](=O)[O-])c3)CC2)c1C | 18.4µM* | ? | 5.9%
CCCCN(CC)CCNC(=O)CN1C(=O)COc2ccc(S(=O)(=O)N3CCOCC3)cc21 | 9.8% | 8.9% | 2.3%
CN(C)C(=O)c1cc(C(=O)c2ccccc2Br)c[nH]1 | -29.8% | -17.9% | .
CN(C)S(=O)(=O)c1cccc(C(=O)NCCNC(=O)c2cccc(S(=O)(=O)N(C)C)c2)c1 | -9.2% | -6.1% | .
COC(=O)Oc1ccc(/C=N/NS(=O)(=O)c2ccccc2)cc1OC | ? | ? | .
CCCSc1nnc(NC(=O)CCc2ccccc2)s1 | -8.7% | -5.3% | 0.4%
CCOC(=O)C1(Cc2cccc(Cl)c2)CCCN(C(=O)CCNC(C)=O)C1 (stereo not drawn) | -53.2% | ? | .
CCCn1c(=O)[nH]c(=O)c2c1nc(-c1ccc(OC(F)F)cc1)n2CCN1CCOCC1 | -3.7% | -10.1% | -7.6%
O=C(NCc1ccccn1)c1cccc(NS(=O)(=O)c2cccc(Cl)c2)c1 | ? | ? | 5.1%
CC1CC(C)CN(S(=O)(=O)c2cc(C(=O)O)c(Cl)s2)C1 (stereo not drawn) | -13.4% | -21.2% | 2.6%
O=S(=O)(NCC1COc2ccccc2O1)c1ccc2ccccc2c1 (stereo not drawn) | ? | 1.2% | 2.8%
COc1ccc(OC)c(Cc2nnc(CCC(=O)N3CCN(C4CCCC4)CC3)o2)c1 | -12.8% | 10.7% | 2.8%[56.1 µM]
CS(=O)(=O)Nc1ccc(C2=NN(C(=O)c3ccco3)C(c3ccccc3F)C2)cc1 (stereo not drawn) | 18.4µM* | ? | 2.3%
Cc1cccc(NC(=O)NCC2CCN(c3ccc(S(=O)(=O)N4CCOCC4)cc3)CC2)c1 | ? | ? | 11.7%
COC(=O)c1c(NC(=O)COC(=O)[C@@H](NS(=O)(=O)c2cccc(Cl)c2)C(C)C)sc2c1CCC2 | ? | ? | 8.1%
O=C(COc1ccc(Cl)cc1)Nc1cc(NC(=O)COc2ccc(Cl)cc2)cc(C(=O)O)c1 | -2.9% | 3.3% | 2.6%
COc1cc(/C=C2\SC(=Nc3ccc(O)cc3)NC2=O)cc(OC)c1O | 5.17µM* | 20.6µM* | 0.0%
COc1ccc(Oc2ncc3nc(-c4ccc(Cl)cc4)c(=O)n(C[C@H]4CCCO4)c3n2)cc1 | ? | -8.1% | .
CCC1C(C#N)=C(SCC(N)=O)NC2=C1C(=O)CC(C)(C)C2 (stereo not drawn) | -20.7% | ? | 5.6%
O=C(NC1CC2CCCC(C1)N2C(=O)Nc1ccccc1F)C1CC1 (stereo not drawn) | ? | -28.9% | 8.4%
CCCNC(=O)Cn1c(=O)/c(=C/c2ccc(-c3cccc([N+](=O)[O-])c3)o2)s/c1=C\C(=O)C(C)(C)C | ? | ? | .
Cc1cccc(OCC(O)CN2CCN(S(=O)(=O)c3ccc(C)cc3C)CC2)c1 (stereo not drawn) | ? | -21.3% | .
Fc1ccc(-c2ccc(NCCN3CCOCC3)nn2)cc1 | 0.0% | 14.9% | .
COc1ccc(C(=O)Nc2ccc(-n3nncc3C(C)(C)C)cc2)cc1 | ? | ? | 3.7%
CC1=C(C(=O)NC2CCCc3c2cnn3-c2ccc(F)cc2F)OCCO1 (stereo not drawn) | 4.11µM* | 20.6µM* | 2.2%
N#Cc1c(C(F)(F)F)cc(-c2cccs2)nc1SCC(=O)Nc1ccc(F)cc1 | ? | ? | -0.4%[12.3 µM]
Next part:
SMILES | DT40 TDP1 no CPT | TDP1 cell CPT | TDP1 inh
N#Cc1sc2nc(-c3ccccc3)cc(-c3ccco3)c2c1N | ? | 18.4µM* | -8.3%
Cc1cccc(N2CC(C(=O)Nc3ccc(S(=O)(=O)N4CCOCC4)cc3)CC2=O)c1 (stereo not drawn) | -9.8% | -1.6% | 1.3%
O=C(CNC(=O)c1ccc(F)cc1)N/N=C/c1cc(Br)ccc1OCc1ccccc1 | ? | ? | 5.6%
CCCCC(=O)N/N=C/c1ccc(-c2ccc([N+](=O)[O-])cc2)o1 | 16.4µM* | ? | 0.0%
CCCN1CCc2c(sc(NC(=O)c3ccc(S(=O)(=O)N4CCCC4)cc3)c2C(N)=O)C1 | -13.3% | ? | -15.6%
CC(C)c1ccc(C(=O)Nc2ccc(N3CCOCC3)cc2)cc1 | 20.6µM* | 18.4µM* | -2.6%
O=C(NNc1ccc([N+](=O)[O-])cc1)Nc1ccccc1 | ? | 0.7% | .
Cn1cc(S(=O)(=O)N2CCOCC2)cc1C(=O)NCCc1ccccc1 | -12.4% | 15.3% | .
CCc1ccc(CNC(=O)CCc2nnc(Cc3cccc(C(F)(F)F)c3)o2)nc1 | -15.6% | -7.4% | 0.0%
Cc1cc(-n2c(C)cc(C(=O)COc3cc(F)ccc3[N+](=O)[O-])c2C)no1 | 14.6µM* | ? | 1.8%[56.1 µM]
COc1ccc(CN(C)C(=O)c2ccc(NC(=O)CC3SC(N4CCCC4)=NC3=O)cc2)c(OC)c1 (stereo not drawn) | -13.7% | -9.6% | -7.3%
CC(=O)NC(CC(=O)Nc1ccc(S(=O)(=O)N2CCCCC2)cc1)c1ccccc1 (stereo not drawn) | 6.9% | ? | 1.0%
Cc1cc(SCC(=O)NCCN2C(=O)CSC2=O)nc2c(C)cccc12 | -1.3% | 11.5% | 0.0%
O=C(COc1cccc2cccnc12)N/N=C/c1ccc(O)cc1 | -29.0% | ? | 7.5%
CCn1c(SCC(=O)NC(C)(C)C)nnc1-c1ccoc1C | -1.1% | -2.1% | 2.2%
COc1ccc(-c2cc(NC=O)c3ncc(-c4ccc(OC)c(OC)c4)n3c2)cc1OC | 4.11µM* | 5.17µM* | .
COc1ccc(C(CNC(=O)c2ccc(S(=O)(=O)Nc3ccc(F)cc3)cc2)N(C)C)cc1 (stereo not drawn) | 23.1µM* | 16.4µM* | 7.6%
C=CCc1ccc(O)c(-c2ccc(O)c(CC=C)c2)c1 | 18.4µM* | ? | 13.4%&10.8%&7.7%
Cc1ccc2nc(NC(=O)c3ccc(Cl)s3)sc2c1 | ? | 20.6µM* | 1.0%
COc1cc(/C=C2/C(=N)N3OC(C)=CC3=NC2=O)ccc1OCCOc1ccc(C)cc1 | ? | -24.8% | 2.0%
O=C1OC2(c3ccccc31)c1cc(I)c(O)c(I)c1Oc1c2cc(I)c(O)c1I | ? | -30.0% | 28.5%
c1ccc(C2=Nc3cccc4cccc(c34)N2)cc1 | 11.6µM* | 7.31µM* | -3.0%
Cc1cccc(OCC(=O)N(Cc2sccc2C)C2CCS(=O)(=O)C2)c1 (stereo not drawn) | ? | 3.4% | 8.6%
O=C(O)CCCCCNCc1ccncc1 | ? | -14.0% | 0.9%
COc1ccc(S(=O)(=O)NCC(c2ccc(C)cc2)N2CCN(C)CC2)cc1OC (stereo not drawn) | -15.7% | -12.4% | .
CC(=O)N1CCc2cc(S(=O)(=O)CCC(=O)NCc3ccco3)ccc21 | 11.6% | ? | 4.6%
COc1ccccc1Cc1nc2ccccc2n1S(=O)(=O)c1ccc(Cl)cc1 | ? | -21.0% | 5.4%
COc1cccc(CN(C)C(=O)Cc2c[nH]c3ccccc23)c1OC | 16.4µM* | ? | .
CC1=C(C(N)=O)C(c2ccccn2)n2nc(SCc3ccccc3)nc2N1 (stereo not drawn) | -4.1% | -8.0% | -0.2%
CC1Cc2ccccc2N1C(=O)CSc1nnc(Cn2nnc3ccccc32)n1C (stereo not drawn) | -24.8% | -14.3% | -8.1%
Cc1ccc(C(C)C)c(OCc2nnc(SCC(=O)Nc3ncc(C)s3)n2C)c1 | ? | 18.4µM* | 3.1%
CCC(C)Nc1c([N+](=O)[O-])cc(C)cc1[N+](=O)[O-] (stereo not drawn) | -16.2% | 4.4% | 7.9%
CC(=O)NC(CCS(C)(=O)=O)C(=O)Nc1ccc(F)cc1Cl (stereo not drawn) | -2.3% | -5.1% | -2.0%
CCc1ccc(CSc2nc(-c3ccccc3F)nc3c2Cc2c(CO)cnc(C)c2O3)cc1 | -21.7% | ? | 2.6%
O=c1c2c3c(sc2nc2n1CCCC2)CCCC3 | -14.8% | -19.9% | 0.0%
CN(C)c1ccc(/C=N/NC(=O)Cn2nnc3ccccc32)cc1 | -23.6% | -6.8% | 2.6%
CCc1ccc(Oc2coc3cc(OC(=O)c4cc5ccccc5oc4=O)ccc3c2=O)cc1 | -9.4% | -14.6% | 4.7%
CCSc1ncc(Cl)c(C(=O)N(Cc2ccc(C(C)(C)C)cc2)C2CCS(=O)(=O)C2)n1 (stereo not drawn) | ? | ? | 0.0%
N/C(=N\OC(=O)CN1C(=O)c2ccccc2C1=O)c1ccc(Cl)cc1 | ? | -1.0% | -7.7%
